Bioassay records (PubChem)
TDP1 block: TDP1 (human) enzyme inhibition; Q9NUW8; recombinant TDP1, AlphaScreen DNA substrate cleavage; Potency, µM (doses to about 130 µM), without a hit: at the top dose activity change, negative = inhibition, usual class: inhibitors; 0.28% of 350,000 active; note: nearly all actives have a fitted effect of over 40% in size
Target sequence (Q9NUW8 whole entry, looked up): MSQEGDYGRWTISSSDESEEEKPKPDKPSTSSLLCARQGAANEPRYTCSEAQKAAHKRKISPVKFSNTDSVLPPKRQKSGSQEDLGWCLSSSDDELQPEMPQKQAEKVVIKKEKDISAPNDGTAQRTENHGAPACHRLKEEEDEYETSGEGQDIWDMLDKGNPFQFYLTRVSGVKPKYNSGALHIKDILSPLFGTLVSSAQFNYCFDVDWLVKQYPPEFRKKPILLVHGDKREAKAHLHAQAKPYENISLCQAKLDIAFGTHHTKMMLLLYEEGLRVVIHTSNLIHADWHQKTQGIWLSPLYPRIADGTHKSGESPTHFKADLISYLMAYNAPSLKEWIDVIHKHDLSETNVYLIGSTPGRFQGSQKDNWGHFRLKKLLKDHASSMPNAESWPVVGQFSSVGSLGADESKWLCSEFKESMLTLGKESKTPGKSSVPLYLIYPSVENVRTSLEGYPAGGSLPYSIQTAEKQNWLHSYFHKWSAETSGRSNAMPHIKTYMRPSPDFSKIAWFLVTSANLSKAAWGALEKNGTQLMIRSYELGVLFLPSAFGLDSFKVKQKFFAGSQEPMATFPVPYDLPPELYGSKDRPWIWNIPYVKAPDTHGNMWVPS
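Recombinant E. coli-expressed Tdp1 (1 nM) preincubated with compound 15 min at RT, then 5'-biotin/3'-phosphotyrosine-FITC DNA substrate (15 nM) added for 5 min. AlphaScreen beads (10 ug/ml) added, 10 min RT; tyrosine-FITC cleavage read as signal loss.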
DT40 TDP1 CPT: growth inhibition of DT40 Tdp1-/-;hTDP1 cells with camptothecin (screen for TDP1 inhibitors); 12% of 420,000 active; Potency, µM (top dose mostly 46.2 µM), without a hit: top-dose activity change, negative = growth inhibition, actives largely listed as inhibitors; chicken DT40 Tdp1-/-;hTDP1 cells + 20 nM CPT, ATP luminescence, 48 h; note: nearly all actives have a fitted effect of over 55% in size
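Chicken DT40 Tdp1-/- cells stably complemented with human TDP1 were seeded at 400 cells/well in medium containing 20 nM camptothecin, exposed to pin-transferred compounds, and grown at 37 °C for at least 48 hr. Viability was read as ATP luminescence.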
DT40 TDP1 no CPT: qHTS for Inhibitors of human tyrosyl-DNA phosphodiesterase 1 (TDP1): qHTS in cells in absence of CPT. DT40 Tdp1-/- hTDP1 cells, no CPT, ATP luminescence, 48 h. Potency, µM (highest dose often 46.2 µM), for the others: at the top dose activity change, negative = growth inhibition, hits mostly inhibitors. 15% of 420,000 active; note: nearly all actives have a fitted effect of over 55% in size
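DT40 Tdp1-/-;hTDP1 cells, no CPT (DMSO vehicle only), 400 cells/well; compounds pin-transferred; ≥48 hr, 37 °C; CellTiter-Glo 30 min RT dark, luminescence read.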
Active calls of the source: *; ? = inconclusive; . = not tested or not shown. Calls come from the whole dose curve; as a rule, active = well fitted curve in the direction sought with a large enough effect; inconclusive = small, poorly fitted or top-dose-only effect, or another doubt; inactive = no such curve, though single readings can be large; an effect the other way counts as inactive or inconclusive. % is set by controls: 0 for no effect and ±100 for the full control effect; potency is the fitted concentration of half-maximal effect.

(1) CC(C)c1ccc(C(=O)OCC(=O)Nc2cccc(S(=O)(=O)NC3=NCCC3)c2)cc1
(2) COc1ccc(-c2cc(C)no2)cc1S(=O)(=O)N1CCCCC1
(3) C=C(C)CNC(=O)c1ccc2nc(Cc3ccc(OC)cc3)oc2c1
(4) CC1(C(=O)NCc2ccccc2)CN(S(C)(=O)=O)CC(=O)N1CCc1ccccc1F (stereo not given)
(5) CC(=O)c1cccc(NC(=O)CSc2nc(N3CCCCC3)nc(N3CCCCC3)n2)c1
(6) CCC(C)NC(=O)CCS(=O)(=O)c1ccc2c(c1)n(C)c(=O)c(=O)n2C (stereo not given)
compound no. | 1 | 2 | 3 | 4 | 5 | 6
TDP1 block | . | 1% | . | . | 3% | 1%
DT40 TDP1 CPT | -37% | ? | ? | 3% | -1% | -9%
DT40 TDP1 no CPT | -22% | -22% | ? | -27% | 26µM* | -3%

Three of these compounds, reformatted.
cpd	SMILES	TDP1 block	DT40 TDP1 CPT	DT40 TDP1 no CPT
1	CC(C)c1ccc(C(=O)OCC(=O)Nc2cccc(S(=O)(=O)NC3=NCCC3)c2)cc1	.	-37%	-22%
2	COc1ccc(-c2cc(C)no2)cc1S(=O)(=O)N1CCCCC1	1%	?	-22%
3	C=C(C)CNC(=O)c1ccc2nc(Cc3ccc(OC)cc3)oc2c1	.	?	?

A different layout for part of the listing above.
3	C=C(C)CNC(=O)c1ccc2nc(Cc3ccc(OC)cc3)oc2c1
  TDP1 block: .; DT40 TDP1 CPT: ?; DT40 TDP1 no CPT: ?

6	CCC(C)NC(=O)CCS(=O)(=O)c1ccc2c(c1)n(C)c(=O)c(=O)n2C (stereo not given)
  TDP1 block: 1%; DT40 TDP1 CPT: -9%; DT40 TDP1 no CPT: -3%

Remaining list, next part
(7) N=C1N(c2ccccc2)C(=S)C(=Nc2ccccc2)N1c1ccccc1
(8) CC(=O)C1=C(NC(=O)c2ccccc2F)C[C@@H]2[C@H]1C2(C)C
(9) O=S(=O)(c1cccc(C(F)(F)F)c1)N1CCC(CO)(CCCc2ccccc2)CC1
(10) Cc1n[nH]c(C)c1N=Nc1ccc(Br)cc1
(11) COc1cc(=O)n2c(c1C(=O)NCc1nccs1)CCN(Cc1ccccc1F)CC2
(12) COc1ccc(-n2nc3c(c2NC(=O)Cc2cccc(C)c2)CS(=O)C3)cc1 (stereo not given)
compound no. | 7 | 8 | 9 | 10 | 11 | 12
TDP1 block | . | 0% | . | 9% | . | 1%
DT40 TDP1 CPT | 18µM* | ? | ? | 4% | -3% | -1%
DT40 TDP1 no CPT | 13µM* | -8% | -25% | 14% | -14% | -3%

(13) Cc1ccccc1NC(=S)Nc1ccc(Br)cc1
(14) CC1CCCC(NC(=O)COC(=O)CCC(=O)c2cccs2)C1C (stereo not given)
(15) Cc1cc(Cl)ccc1NS(=O)(=O)c1c(C)[nH]c(=O)[nH]c1=O
(16) CCOc1ccc(S(=O)(=O)N(C)CC(=O)NCc2ccccn2)cc1Cl
(17) CC(O)[C@H]1CN=C(N)N1CCc1cc(C(F)(F)F)cc(C(F)(F)F)c1 (stereo not given in full)
(18) Cc1ccc(Nc2ccccc2)nn1
compound no. | 13 | 14 | 15 | 16 | 17 | 18
TDP1 block | 3% | 1% | . | 4% | 4% | 4%
DT40 TDP1 CPT | -14% | -21% | -6% | 7% | -5% | 16%
DT40 TDP1 no CPT | -11% | -18% | 1% | 0% | -16% | -14%

Of the compounds above, 2 contain bromine:
(10) Cc1n[nH]c(C)c1N=Nc1ccc(Br)cc1
(13) Cc1ccccc1NC(=S)Nc1ccc(Br)cc1
compound no. | 10 | 13
TDP1 block | 9% | 3%
DT40 TDP1 CPT | 4% | -14%
DT40 TDP1 no CPT | 14% | -11%

Additional entries.
(19) CSCCC(NS(=O)(=O)c1ccc2c(c1)OCCO2)C(=O)N(C)Cc1ccccc1F (stereo not given)
(20) COc1cc(C=C2C(=O)c3ccccc3C2=O)cc(OC)c1
(21) CN(C)c1nnnn1-c1ccc(Cl)cc1
(22) CN(C)c1ccc(CSc2ccccc2)cc1
(23) COc1c2c(nc3ccccc13)OC(C(C)(O)CO)C2 (stereo not given)
compound no. | 19 | 20 | 21 | 22 | 23
TDP1 block | 2% | -4% | -5% | . | 2%
DT40 TDP1 CPT | ? | -7% | 0% | ? | 11%
DT40 TDP1 no CPT | 21µM* | -30% | -2% | -5% | 1%
